Cav3 T inh: human Cav3.2 channel inhibition, primary screen. O95180. AID 449739. B-score at 10 µM. 100,000 tested, 4% active. Cav3.2-expressing cells, Fluo-4 calcium fluorescence FDSS; active compounds read low;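 active means single-dose well whose peak fluorescence ratio is a statistical outlier from its plate by either plate-standardised score or position-corrected B-score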
Target sequence (O95180 whole entry, looked up): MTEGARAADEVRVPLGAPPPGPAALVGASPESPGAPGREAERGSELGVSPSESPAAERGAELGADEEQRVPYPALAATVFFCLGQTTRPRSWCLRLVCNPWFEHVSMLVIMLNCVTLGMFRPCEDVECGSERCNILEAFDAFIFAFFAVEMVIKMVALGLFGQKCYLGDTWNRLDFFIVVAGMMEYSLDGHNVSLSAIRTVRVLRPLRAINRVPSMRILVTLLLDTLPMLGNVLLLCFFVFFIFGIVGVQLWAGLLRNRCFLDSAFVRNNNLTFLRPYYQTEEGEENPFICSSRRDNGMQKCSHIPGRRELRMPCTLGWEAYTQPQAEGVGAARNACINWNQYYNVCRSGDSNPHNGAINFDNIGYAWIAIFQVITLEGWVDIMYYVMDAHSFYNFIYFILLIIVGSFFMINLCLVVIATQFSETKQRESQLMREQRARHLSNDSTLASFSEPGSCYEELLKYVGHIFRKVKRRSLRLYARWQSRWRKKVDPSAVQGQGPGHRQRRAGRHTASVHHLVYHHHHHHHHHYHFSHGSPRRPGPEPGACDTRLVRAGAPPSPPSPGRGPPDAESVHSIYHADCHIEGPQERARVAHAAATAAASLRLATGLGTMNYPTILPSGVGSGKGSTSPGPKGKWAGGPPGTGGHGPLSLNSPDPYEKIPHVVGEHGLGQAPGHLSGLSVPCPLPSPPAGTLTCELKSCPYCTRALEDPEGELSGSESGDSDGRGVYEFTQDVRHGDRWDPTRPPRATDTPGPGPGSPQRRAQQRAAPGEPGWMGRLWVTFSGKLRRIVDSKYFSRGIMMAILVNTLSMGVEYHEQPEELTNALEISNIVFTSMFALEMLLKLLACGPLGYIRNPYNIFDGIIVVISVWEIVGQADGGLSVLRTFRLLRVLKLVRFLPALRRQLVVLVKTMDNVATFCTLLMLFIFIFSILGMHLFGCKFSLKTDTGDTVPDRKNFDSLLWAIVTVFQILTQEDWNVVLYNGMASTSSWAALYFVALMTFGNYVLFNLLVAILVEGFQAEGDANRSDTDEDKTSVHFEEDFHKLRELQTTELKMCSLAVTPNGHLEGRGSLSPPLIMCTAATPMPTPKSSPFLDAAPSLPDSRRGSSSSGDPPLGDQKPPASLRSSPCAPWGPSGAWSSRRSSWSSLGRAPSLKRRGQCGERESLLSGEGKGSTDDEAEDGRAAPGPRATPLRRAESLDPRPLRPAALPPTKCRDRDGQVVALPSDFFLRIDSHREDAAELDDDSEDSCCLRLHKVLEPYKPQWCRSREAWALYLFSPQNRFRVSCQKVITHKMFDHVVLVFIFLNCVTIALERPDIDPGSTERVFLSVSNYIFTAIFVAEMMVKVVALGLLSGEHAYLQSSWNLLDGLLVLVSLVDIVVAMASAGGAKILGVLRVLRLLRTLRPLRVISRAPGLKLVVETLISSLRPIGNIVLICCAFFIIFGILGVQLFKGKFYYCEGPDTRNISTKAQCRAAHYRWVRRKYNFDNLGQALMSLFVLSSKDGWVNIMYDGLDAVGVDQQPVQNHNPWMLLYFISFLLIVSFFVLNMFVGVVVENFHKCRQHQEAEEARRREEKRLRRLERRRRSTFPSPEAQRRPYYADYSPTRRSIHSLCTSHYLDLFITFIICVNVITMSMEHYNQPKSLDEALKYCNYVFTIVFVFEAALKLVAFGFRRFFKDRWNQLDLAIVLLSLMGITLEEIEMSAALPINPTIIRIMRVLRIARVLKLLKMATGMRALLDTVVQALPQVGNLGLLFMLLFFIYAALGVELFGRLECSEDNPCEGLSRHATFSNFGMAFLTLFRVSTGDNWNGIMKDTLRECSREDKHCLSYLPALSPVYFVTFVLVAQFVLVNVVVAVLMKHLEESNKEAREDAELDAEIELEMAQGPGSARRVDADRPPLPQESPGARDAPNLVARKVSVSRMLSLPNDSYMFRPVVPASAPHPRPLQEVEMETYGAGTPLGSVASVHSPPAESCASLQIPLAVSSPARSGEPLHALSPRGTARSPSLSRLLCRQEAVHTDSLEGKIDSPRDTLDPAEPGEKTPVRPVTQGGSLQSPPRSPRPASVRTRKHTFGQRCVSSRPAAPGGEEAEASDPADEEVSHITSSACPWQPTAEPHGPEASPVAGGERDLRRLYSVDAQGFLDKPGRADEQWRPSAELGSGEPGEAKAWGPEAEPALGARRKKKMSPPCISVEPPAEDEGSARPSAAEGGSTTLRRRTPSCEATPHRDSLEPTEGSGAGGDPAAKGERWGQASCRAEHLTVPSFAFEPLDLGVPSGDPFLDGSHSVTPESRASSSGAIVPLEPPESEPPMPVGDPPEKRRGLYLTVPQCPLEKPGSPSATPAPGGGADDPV
The depositor's hits bear a star. These rows are one share of the data (hit frequency here may not be typical).

SMILES	Cav3 T inh
O=C(/C=C/NNC(=O)c1cccc(Br)c1)c1cccc(Br)c1	-2.5
NS(=O)(=O)c1ccc(CCNC2CC(=O)N(CCc3ccccc3)C2=O)cc1 (stereo not given)	0.4
CCOC(=O)C(C)Sc1ccc2nnc(-c3ccc(F)cc3)n2n1 (stereo not given)	-0.38
CCC1CCCCN1CCNS(=O)(=O)c1ccc2c(c1)oc(=O)n2C (stereo not given)	0.033
O=C(CCc1ccccc1)N1CCN(CCO)CC1	1.2
CC(=O)Nc1cccc(-c2csc(Nc3ccccn3)n2)c1	-1.9
CC(OC(=O)c1nsc(Cl)c1Cl)C(=O)NCc1ccco1 (stereo not given)	0.64
O=C(NC1CCN(C(=O)N2c3ccccc3Sc3ccccc32)CC1)c1ccccc1F	-2.9
Cc1cccc(NC(=O)CN2CCN(CC(=O)Nc3cccc(C)c3)CC2)c1	-1.9
O=S(=O)(c1ccc2c(c1)OCCO2)N1CCC(O)(c2ccc(Cl)cc2)CC1	-1.9
O=C(CSc1nc(-c2ccccc2)cc(=O)[nH]1)N1CCc2ccccc21	0.43
CCC(c1nnc(SCCNCCO)n1CCN1CCOCC1)N(C)C (stereo not given)	-0.18
O=C(CCCn1c(=O)[nH]c2ccsc2c1=O)N1CCCCC1	0.63
Cc1ccc(CNC(=O)CSc2nc(N3CCCCC3)nc(N3CCCCC3)n2)cc1	-3.8
COc1ccc(Nc2nc(CC(C)=O)ns2)cc1	1.7
COc1cc(CNCc2cccs2)ccc1OCc1ccccc1	-0.44
Cc1cc(C)n2nc(-c3cccnc3)nc2n1	0.017
COc1ccc(-n2c(=O)cc(N3CCN(c4ccccc4OC)CC3)[nH]c2=O)cc1	0.054
CC(NC(=O)NC1CCCCC1)C(c1cccs1)N1CCN(c2ccccc2)CC1 (stereo not given)	-2.8
CC(C)(C)Cc1nnc(NS(=O)(=O)c2ccc(F)cc2)s1	-0.4
Cn1nc(-c2ccc(C(=O)NCC3CCCO3)cc2)c2ccccc2c1=O (stereo not given)	-0.27
O=C(c1ccco1)N(Cc1ccc([N+](=O)[O-])cc1)c1ccc(Br)cc1	-6.6*
Cc1cc(=O)oc2cc(Oc3ncccn3)ccc12	0.26
Cc1cccc(CN2CCN(C(c3ccccc3)c3ccc(Cl)cc3)CC2)c1 (stereo not given)	-1.9
C=CCN1C(=O)/C(=C2\SC(N3CCOCC3)=NC2=O)c2cc(Br)ccc21	-2.6
COc1ccc(CCNC(=O)COC(=O)c2ccc[nH]c2=O)cc1	0.33
CC(=O)N1CCN(CC(=O)Nc2c(Cl)cccc2Cl)CC1	0.66
COc1ccccc1CNC(=O)C1CC2Cn3c(nc4ccccc43)C2N1C (stereo not given)	-2.8
Cc1ccccc1NCCNc1ccccc1C	-0.54
CCN(CC)CCNC(=O)c1c(C)oc2cc(Br)c(OC)cc12	1.9
Nc1nnnn1/N=C/c1cccc(OCc2ccccc2Cl)c1	-0.45
COCCn1nnnc1CN(CCc1ccc(OC)c(OC)c1)Cc1cc2ccc(C)cc2[nH]c1=O	0.71
CCOC(=O)N1CCN(C(=O)Cn2ncn3nc(-c4cccs4)cc3c2=O)CC1	0.63
Cc1cc(NC(=O)Cn2nc(C(F)(F)F)c3c2CCC3)n(-c2ccccc2)n1	-1.6
COc1ccccc1CN(CC(=O)NCc1ccc2c(c1)OCO2)C(=O)c1ccc2c(c1)OCCO2	-3.5
CCCCOc1ccccc1NC(=O)CC1Nc2ccccc2NC1=O (stereo not given)	-0.84
Cc1nn(Cc2ccccc2Cl)c(C)c1C(=O)NCc1ccco1	0.7
CCc1nnc(NCn2nc(C)cc2C)s1	-0.53
COC(C/C=C\[C@@H](O)[C@@H](C)OCc1ccccc1)OC	2.3
Cc1ccn2cc(CCNC(=O)c3ccc(Br)o3)nc2c1	0.19
Cc1oc(C)c(C(N)=O)c1C(N)=O	-0.035
CCCCC(=O)Nc1ccc2c(c1)OCCO2	-0.48
C(=C\c1ccccc1)/CN1CCN(Cc2ccc3c(c2)OCCO3)CC1	-0.26
Cc1noc(N)c1C(=O)Nc1ccc(C(C)(C)C)cc1	0.32
N/C(=N\OC(=O)Nc1ccc(Cl)cc1)c1ncc(C(F)(F)F)cc1Cl	-0.13
Cc1ccc(CNS(=O)(=O)/C=C/c2ccc3c(c2)OCO3)cc1	-1.7
COc1ccc(F)cc1CN1CCN(c2cc(C)nc3c4c(C)cc(C)nc4nn23)CC1	-7.8*
O=c1cc(-c2ccccc2)nc2n1Cc1ccccc1-2	-0.061

Not a retest: 2 of the compounds above.
SMILES	Cav3 T inh
COc1ccc(F)cc1CN1CCN(c2cc(C)nc3c4c(C)cc(C)nc4nn23)CC1	-7.8*
O=c1cc(-c2ccccc2)nc2n1Cc1ccccc1-2	-0.061

Next part
SMILES	Cav3 T inh
Cc1[nH]n(-c2ccccc2)c(=S)c1C=Nc1cccc([N+](=O)[O-])c1	0.92
CCOC(=O)N1CCC(NC(=O)CSCc2nc(-c3cccc(OC)c3)oc2C)CC1	1.9
Cc1cc(C)n(C(=O)CNc2ccc(C)c(C)c2)n1	0.26
O=C(NC1CCCCC1)NC1CCN(C(=S)NCc2ccco2)CC1	0.95
O=C(NCCN1CCc2ccccc2C1)C1CCN(S(=O)(=O)N2CCCCC2)CC1	-0.0054
CCOCCCNC(=O)C1CCN(C(=O)Nc2ccc(Cl)cc2)CC1	0.05
O=C(CCc1nc(-c2ccccc2)no1)NCc1ccco1	-0.29
COc1cc(OC)cc(-c2cc3nc(C)c(CCC(=O)NC(C)CCc4ccco4)c(C)n3n2)c1 (stereo not given)	-0.52
Cc1ccc2[nH]c(=O)c(CN(Cc3cccs3)Cc3nnnn3Cc3ccccc3)cc2c1	-3.3
Cc1ccc(CNC(=O)C2CCN(S(=O)(=O)c3cnc[nH]3)CC2)cc1	0.57
O=C(N/N=C/c1cccc(Cl)c1Cl)Nc1ccccc1	-3.6
COc1ccc(-c2cn3c(C)c(C(=O)N4CCCc5ccccc54)sc3n2)cc1	-3.8
Cc1ccc(C(=O)CSc2ccccn2)cc1	0.16
O=C(Cc1ccc(Cl)cc1)Nc1ccc(N2CCN(C(=O)c3ccco3)CC2)cc1	-1.3
Nc1cc(N)nc(SCC(=O)NNC(=O)c2ccc(Cl)cc2)n1	0.082
Cc1nnc(SCCCn2c(N3CCN(c4ccccc4)CC3)nc3c2c(=O)[nH]c(=O)n3C)s1	2.3
O=C(O)Cc1csc(NC(=O)c2ccco2)n1	0.25
CC(C)C1NC2(C(=O)c3ccccc3C2=O)C2C(=O)N(c3ccc(F)cc3)C(=O)C12 (stereo not given)	-0.45
CC(N1CCOC1=O)S(=O)(=O)c1ccccc1 (stereo not given)	-0.59
O=C(Nc1ccc(Cl)cc1)c1ccc2c(c1)S(=O)(=O)c1ccccc1C2=O	0.019
O=C(CSc1ccc(Cl)cc1)Nc1cccc(-c2nc3ncccc3o2)c1	-1.2
Nc1c(-c2ccc(Cl)cc2)nnn1-c1ccccc1	0.046
COc1cc2ccccc2cc1-c1nnc(COc2ccccc2)o1	0.76
O=C(NCc1nc2ccccc2[nH]1)C1=C[C@@H](c2ccc(Br)cc2)C[C@@H](OCc2ccc(CO)cc2)O1	-1.4

Of the compounds above, these have a Cl atom.
SMILES	Cav3 T inh
CC(OC(=O)c1nsc(Cl)c1Cl)C(=O)NCc1ccco1 (stereo not given)	0.64
O=S(=O)(c1ccc2c(c1)OCCO2)N1CCC(O)(c2ccc(Cl)cc2)CC1	-1.9
Cc1cccc(CN2CCN(C(c3ccccc3)c3ccc(Cl)cc3)CC2)c1 (stereo not given)	-1.9
CC(=O)N1CCN(CC(=O)Nc2c(Cl)cccc2Cl)CC1	0.66
Nc1nnnn1/N=C/c1cccc(OCc2ccccc2Cl)c1	-0.45
Cc1nn(Cc2ccccc2Cl)c(C)c1C(=O)NCc1ccco1	0.7
N/C(=N\OC(=O)Nc1ccc(Cl)cc1)c1ncc(C(F)(F)F)cc1Cl	-0.13
CCOCCCNC(=O)C1CCN(C(=O)Nc2ccc(Cl)cc2)CC1	0.05
O=C(N/N=C/c1cccc(Cl)c1Cl)Nc1ccccc1	-3.6
O=C(Cc1ccc(Cl)cc1)Nc1ccc(N2CCN(C(=O)c3ccco3)CC2)cc1	-1.3
Nc1cc(N)nc(SCC(=O)NNC(=O)c2ccc(Cl)cc2)n1	0.082
O=C(Nc1ccc(Cl)cc1)c1ccc2c(c1)S(=O)(=O)c1ccccc1C2=O	0.019
O=C(CSc1ccc(Cl)cc1)Nc1cccc(-c2nc3ncccc3o2)c1	-1.2
Nc1c(-c2ccc(Cl)cc2)nnn1-c1ccccc1	0.046

Additional results follow.
SMILES	Cav3 T inh
COc1ccccc1Nc1nc(N)nc(CSc2nnc(C)s2)n1	0.25
CCOC(=O)c1[nH]c2cc(OC)c(OC)cc2c1NC(=O)c1ccc2c(c1)OCO2	0.07
CCOC(=O)c1ccc(-c2c(C(=O)OCC)oc3cc(O)c(CC)cc3c2=O)o1	-0.83
O=C(/C=C/c1ccco1)Nc1sc2c(c1C(=O)O)CCC2	1.7
Cc1cccc(C(=O)Nc2cc(=O)n(C)c(=O)n2C)c1	-0.2
Cc1cc(C)c2nc(SCC(=O)Nc3ccc(S(=O)(=O)N4CCCC4)cc3)c(C)cc2c1	-1.3
CC(=O)NCCN1C(=O)C2C3c4ccccc4C(c4ccccc43)C2C1=O (stereo not given)	-0.044
CCn1cc(C(=O)NCC2COc3ccccc3O2)c2cc(OC)c(OC)cc2c1=O (stereo not given)	-0.12
CCOC(=O)CNC(=O)CSc1nc2sc(C)c(C)c2c(=O)n1C	1
COc1cc2c(cc1OC)CN(CC(=O)Nc1ccc(C)cc1)CC2	0.69
CC(C)CNS(=O)(=O)c1cc(C(=O)N2CC(C)OC(C)C2)c(Cl)cc1Cl (stereo not given)	-0.015
COC(=O)c1ccc(COC(=O)c2ccc(S(=O)(=O)N3CCC(C)CC3)cc2)o1	-0.54
Cc1ccc(S(=O)(=O)C2(C(=O)O)CCCC2)cc1C	0.55
Cc1sc2nc(CN3CCOCC3)nc(NS(=O)(=O)c3ccccc3)c2c1C	0.23
COc1ccc(Cc2nnc(SCc3c(C)noc3C)n2C2CCCCC2)cc1OC	-0.048
COc1cccc(CN(CC(=O)NCC2CCCO2)C(=O)CCC(=O)Nc2cc(C)on2)c1 (stereo not given)	0.41
CCOc1ccc(C(=O)CSc2nnc(N)s2)cc1	0.62
CSc1nc2sc3c(c2c(=O)n1C1CCCCC1)CCN(C)C3	-0.1
Cc1cc(C)c2c(=O)[nH]c(SCC(=O)NCCc3ccccc3)nc2n1	1.9
COc1ccc(CCN(C)C(=O)N2CCOCC2)cc1OC	-0.15
CC1(C)CC(=O)C(/C=N/c2ccccn2)=C(O)C1	0.59
O=C(NCCCCCCCCCNC(=O)C(F)(F)F)C(F)(F)F	-0.29
CCCc1cc(C(=O)Nc2ccc(C)cc2)no1	-0.25
O=C(Nc1ccc(OC(=O)c2cccnc2)cc1)c1cccnc1	1
O=C(CCNS(=O)(=O)c1cccc2nsnc12)NC1CCN(Cc2ccccc2)CC1	0.84
O=C(NC1CCCCCC1)c1cc(S(=O)(=O)N2CCC3(CC2)OCCO3)ccc1F	-2.4
CCn1nnc(-c2ccccc2NC(=O)C(F)(F)F)n1	-0.4
COc1ccc(C(C)=O)cc1COC(=O)c1ccc(S(=O)(=O)N2CCOCC2)cc1	0.027
O=C1c2ccccc2NC(c2ccc(-c3cccc(Cl)c3)o2)N1O (stereo not given)	-6.1*
CCOC(=O)C[C@H]1c2cc(F)ccc2S(=O)(=O)N1C1CCCCC1	-0.36
O=Cc1c(Sc2ccccc2)nc2ccccn2c1=O	0.35
Cc1ccc(N2C(=O)N(CC(=O)N(C)Cc3ccccc3)C(=O)C2C)cc1 (stereo not given)	0.14
CCOc1ccc(CN2CCCN(C)CC2)cc1	0.32
CCOc1ccc(/C=N/n2c(SC)nnc2-c2ccccc2)cc1OCC	0.28
COC(=O)CCc1n[nH]c(=O)[nH]c1=O	-0.36
O=C(Nc1ccc(OCC(=O)N2CCN(S(=O)(=O)c3ccccc3)CC2)cc1)c1ccco1	0.22
Cc1ccccc1NC(=S)NC(NC(=O)C(C)(C)C)C(Cl)(Cl)Cl (stereo not given)	-0.8
COc1ccc2oc(-c3ccc(C)c(NC(=O)c4ccc(N5CCOCC5)c([N+](=O)[O-])c4)c3)nc2c1	0.028
NS(=O)(=O)c1ccc(CNC(=O)/C=C/c2ccccc2)cc1	-1.6
COc1ccc(NC(=O)COC(=O)Cn2c(C)nc3ccccc32)cc1OC	0.021
O=C(NS(=O)(=O)c1ccccc1)c1ccccc1	0.26
COc1ccccc1-n1c(=S)sc2c(=O)n(Cc3ccco3)c(SC)nc21	-1.8
CCOC(=O)CSc1nc2ccc(C)cc2cc1C#N	0.67
O=C(Nc1cccc2nsnc12)c1ccc2c(c1)OCCO2	-1.7
C=CCOC(=O)C1=C(C)NC(SCC(=O)OCC)=C(C#N)C1c1ccc(O)c(OC)c1 (stereo not given)	-1.1
COc1ccc(C(O)P(=O)(O)CCc2ccccc2)cc1 (stereo not given)	0.22
O=C(NC1CC2CCC1C2)C1COc2ccccc2O1 (stereo not given)	-0.22
COC(=O)c1cc(OC)c(OC)cc1NC(=O)Nc1ccc(OC)cc1OC	0.61
CCCn1c(CN2CCN(C(=O)c3ccco3)CC2)nc2c1c(=O)n(C)c(=O)n2C	0.2
Cc1ccc2c(c1)N(CC(=O)NCc1ccco1)C(=O)CO2	0.38
CCOC(=O)/C=C/c1ccc2c(c1)S(=O)(=O)N(Cc1ccc(OC)cc1)[C@H]2CC(=O)OCC	0.32
C/C(=N/NC(=O)c1cc(C2CC2)[nH]n1)c1cccs1	0.25
O=C(CNCC1CCCCC1)Nc1ccccc1N1CCCCC1	-7.1*
O=C(NCCOCC(F)(F)C(F)F)c1cc(F)c(F)cc1Cl	0.27
CC1(OC(=O)CCc2ccccc2)C(=O)C=C2C=C(c3ccc(C#N)cc3)N(C3CC3)C=C2C1=O (stereo not given)	0.14
COc1ccc(C(=O)COc2cccc(NC(=O)c3ccco3)c2)cc1	-1.3
CC(=O)Nc1cc(NC(C)=O)c2nc(N)sc2c1	0.14
Cc1cc(C)c(C(=O)COC(=O)Cn2cnnn2)cc1C	0.33
CCCCCCCCCS(=O)(=O)N/N=C/c1cccc([N+](=O)[O-])c1	-0.22
COc1cc(Br)cc2cc(C(=O)OC3CCN(C)CC3)c(=O)oc12	1.3
CCOC(=O)CNC(=O)c1ccc2c(c1)OCCO2	0.013
CCCOC(=O)CCn1c(=S)oc2ccccc21	-0.046
COC(=O)C1(CCSC)NC(c2ccccc2OC)C2C(=O)N(C)C(=O)C21 (stereo not given)	0.41

Source: PubChem (Vanderbilt High Throughput Screening Facility)
